# Bioassay records (PubChem)
# LYPLA1 inh: counter-screen for PME1 inhibitors: inhibitors of human LYPLA1; O75608; recombinant LYPLA1, FP-Rh probe fluorescence polarization; inhibition, % at 5.9 µM; 320,000 tested, 0.16% active; AID 2174;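 active = inhibition above the mean of all tested compounds plus 3 SD, set per campaign, cut at about 14% in these data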;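 also: inhibitors block serine hydrolase probe labeling of LYPLA1 so polarization falls; 0% = enzyme with DMSO and 100% = wells lacking LYPLA1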
# Target sequence (O75608 whole entry, looked up): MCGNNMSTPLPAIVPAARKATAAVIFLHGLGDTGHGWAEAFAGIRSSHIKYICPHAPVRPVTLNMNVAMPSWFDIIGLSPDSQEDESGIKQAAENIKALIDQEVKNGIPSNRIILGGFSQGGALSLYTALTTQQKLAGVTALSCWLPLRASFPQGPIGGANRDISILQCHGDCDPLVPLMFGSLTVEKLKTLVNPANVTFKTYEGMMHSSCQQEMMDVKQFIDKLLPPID
# LYPLA2 counter: LYPLA2 (human) inhibition in PME1 counter-screen; recombinant LYPLA2, FP-Rh probe fluorescence polarization; AID 2177; O95372; 320,000 tested, 0.38% active; inhibition, % at 5.9 µM;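 active = inhibition above the screen-wide mean plus 3 SD, limit set per campaign, cut at about 26% in these data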;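 also: 0% = LYPLA2 with DMSO and 100% = wells lacking LYPLA2 enzyme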
# Target sequence (O95372 whole entry, looked up): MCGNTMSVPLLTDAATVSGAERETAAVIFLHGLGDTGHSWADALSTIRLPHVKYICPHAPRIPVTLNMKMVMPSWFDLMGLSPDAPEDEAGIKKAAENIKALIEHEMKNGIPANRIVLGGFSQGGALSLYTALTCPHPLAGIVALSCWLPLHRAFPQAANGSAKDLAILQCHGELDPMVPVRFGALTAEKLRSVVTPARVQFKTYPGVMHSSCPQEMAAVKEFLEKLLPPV
# GSTO1 inh: blocks human GSTO1 in RBBP9 counter-screen; 300,000 tested, 1.1% active; recombinant GSTO1, activity-based probe fluorescence polarization; AID 1974; inhibition, % at 5.96 µM; P78417;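 active = inhibition above the campaign mean inhibition plus 3 SD, cut at about 35% in these data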;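 also: 0% = GSTO1-1 with DMSO and 100% = wells lacking GSTO1-1 enzyme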
# pPAFAH inh: pPAFAH (human) enzyme inhibition. AID 463082. recombinant pPAFAH, FP-rhodamine probe fluorescence polarization. 330,000 tested, 1.5% active. Q13093. inhibition, % at 3.39 µM;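 active = inhibition above the mean inhibition across the screen plus 3 SD, cut at about 25% in these data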;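 also: inhibitors block binding of the rhodamine activity-based probe so polarization drops; 0% = enzyme with DMSO and 100% = wells lacking pPAFAH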
# Target sequence (Q13093 whole entry, looked up): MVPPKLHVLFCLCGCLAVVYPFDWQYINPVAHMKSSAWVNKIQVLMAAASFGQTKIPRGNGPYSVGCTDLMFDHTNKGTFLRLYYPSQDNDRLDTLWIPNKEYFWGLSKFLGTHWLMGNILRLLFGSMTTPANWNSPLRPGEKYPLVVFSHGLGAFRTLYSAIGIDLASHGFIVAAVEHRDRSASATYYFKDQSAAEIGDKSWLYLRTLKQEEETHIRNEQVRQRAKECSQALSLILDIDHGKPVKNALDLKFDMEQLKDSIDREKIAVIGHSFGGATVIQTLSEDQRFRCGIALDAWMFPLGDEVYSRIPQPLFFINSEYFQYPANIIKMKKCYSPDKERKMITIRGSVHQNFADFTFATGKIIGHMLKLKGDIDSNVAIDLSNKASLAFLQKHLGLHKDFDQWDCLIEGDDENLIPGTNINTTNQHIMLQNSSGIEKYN
# PME-1 inh: blocks human protein phosphatase methylesterase 1 | Q9Y570 | recombinant PME-1, FP-Rh probe fluorescence polarization | inhibition, % at 5.9 µM | 320,000 tested, 0.53% active | AID 2130;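 active = inhibition above the campaign mean of all compounds plus 3 SD, cut at about 26% in these data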;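 also: competitive labeling of PME-1 active site by serine hydrolase directed probe; 0% = PME-1 with DMSO and 100% = wells lacking PME-1 enzyme; inhibitors block probe labeling so polarization falls and inhibition rises; many of its hits are not listed in these tables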
# PAD4 inh: PAD4 (human) enzyme inhibition | Q9UM07 | 330,000 tested, 0.41% active | inhibition, % at 6.36 µM | recombinant PAD4, RCA probe fluorescence polarization;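 active = percent inhibition above a cutoff equal to the mean of all tested compounds plus 3 SD, cut at about 15% in these data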;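 also: 0% = PAD4 with RCA probe and DMSO and 100% = probe without PAD4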
# PREPL inh: human PREPL enzyme inhibition; inhibition, % at 5.96 µM; 320,000 tested, 0.68% active; Q4J6C6; recombinant PREPL, fluorescence polarization activity-based probe; in the data active = inhibition above about 43%;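 also: 0% = enzyme with DMSO and 100% = wells lacking enzyme; many of its hits are not listed in these tables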
# PAFAH1B2 inh: PAFAH1B2 (human) inhibition; recombinant PAFAH1B2, FP-rhodamine activity probe, fluorescence polarization; 340,000 tested, 1.2% active; inhibition, % at 3.39 µM; P68402;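 active = inhibition above the mean of all tested compounds plus 3 SD, cut at about 24% in these data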;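 also: 0% = enzyme with DMSO and 100% = wells lacking PAFAH1B2; many of its hits are not listed in these tables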
# PAFAH1B3 inh: PAFAH1B3 (human) inhibition; 340,000 tested, 0.28% active; recombinant PAFAH1B3, FP-rhodamine probe, fluorescence polarization; inhibition, % at 3.39 µM; Q15102;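 active = inhibition above the screen-wide average of all tested compounds plus 3 SD, cut at about 25% in these data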;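 also: 0% = enzyme with DMSO only and 100% = wells lacking PAFAH1B3 protein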
# Active calls of the source: *; · = no result given.
item	SMILES	LYPLA2 counter	PAFAH1B2 inh	GSTO1 inh	PME-1 inh	PAFAH1B3 inh	PREPL inh	pPAFAH inh	LYPLA1 inh	PAD4 inh
1	O=C(COC(=O)c1cnccn1)Nc1ncc(Cl)cc1Cl	8	0	18	8	4	9	17	2	2
2	COc1cccc(N2CCN(C(=O)c3ccc4nc[nH]c4c3)CC2)c1	-3	-2	-3	0	11	25	14	-4	-3
3	O=C(CNC(=O)c1ccc(Cl)cc1)OCN1C(=O)c2ccccc2C1=O	·	1	·	·	5	0	5	·	2
4	CCCC(=O)Nc1ccc(-c2nc3cc(C)ccc3o2)cc1	-8	1	-19	-9	4	-4	-4	-6	3
5	COc1ccccc1-c1nnc(NC(=O)C2=COCCO2)o1	6	6	3	5	4	-1	1	-1	0
6	CN1/C(=C/c2cccc[n+]2CCO)Sc2ccccc21	6	5	3	-2	7	2	9	2	0
7	COc1ccc(OC)c(C(C)NC(=O)Nc2ccccc2)c1 (centres undefined)	3	2	2	2	7	-5	5	3	2
8	CCCN(CC(=O)Nc1ccccc1C)C(=O)c1oc2ccc(OCC)cc2c1C	4	6	3	4	5	2	8	-3	1
9	Cc1ccc(-c2nn3c(=O)c(C)nnc3s2)cc1	-1	1	3	-4	6	0	8	-2	1
10	CC1CCCN(C(=O)COC(=O)Cn2cnc3ccccc32)C1 (centres undefined)	·	4	·	·	9	7	-1	·	-1
11	CC(Nc1ccccc1CO)C(=O)Nc1cccc(Cl)c1Cl (centres undefined)	6	-1	9	1	0	-1	2	-3	5
12	CC[C@@H]1CCCCc2ccccc2[C@@H](C(=O)C[C@@H](O)CC(C)=O)OC1=O	·	6	·	·	7	3	0	·	-1

# Compound profiles (already shown). Order of values: LYPLA2 counter | PAFAH1B2 inh | GSTO1 inh | PME-1 inh | PAFAH1B3 inh | PREPL inh | pPAFAH inh | LYPLA1 inh | PAD4 inh
# `CC1CCCN(C(=O)COC(=O)Cn2cnc3ccccc32)C1` (centres undefined) in the list: · | 4 | · | · | 9 | 7 | -1 | · | -1
# `COc1cccc(N2CCN(C(=O)c3ccc4nc[nH]c4c3)CC2)c1` in the list: -3 | -2 | -3 | 0 | 11 | 25 | 14 | -4 | -3

# (more compounds)
item	SMILES	LYPLA2 counter	PAFAH1B2 inh	GSTO1 inh	PME-1 inh	PAFAH1B3 inh	PREPL inh	pPAFAH inh	LYPLA1 inh	PAD4 inh
13	CCN(CC)C(=O)C1CCCN(c2ccc([N+](=O)[O-])cc2/C=N/NC(=O)c2ccc([N+](=O)[O-])cc2)C1 (centres undefined)	-1	5	-1	2	3	-3	2	0	-2
14	c1coc(CN2CCN(C(c3cccs3)c3nnnn3C3CCCC3)CC2)c1 (centres undefined)	-5	1	-1	-8	-2	4	6	-6	-1
15	CCN(CC(=O)Nc1ccc2c(c1)OCCO2)C(=O)COc1ccc(C)cc1	9	7	8	2	12	-3	7	2	-6
16	O=S(=O)(c1ccc(Oc2ccc(Br)cc2F)nc1)N1CCCCC1	-2	5	8	4	7	16	4	0	-2
17	Cc1ccc(-c2nnc(SCC(N)=O)n2C)cc1	-3	3	0	3	2	1	4	-2	-4
18	Cc1ccc(C(=O)O/N=C/c2c(N3CCOCC3)n(C)c3ccccc23)cc1	2	2	-19	6	8	2	8	4	0
19	Cc1n[nH]c(=S)n1/N=C/c1c(O)ccc2ccccc12	2	6	59*	-2	5	7	1	-2	-7
20	COc1ccc(-c2csc(NC(=O)c3ccccc3NS(=O)(=O)c3ccc(F)c(F)c3)n2)cc1	12	12	-48	31*	13	14	50*	4	-8
21	CCCOc1ccc(NC(=O)Cc2ccc(S(=O)(=O)N3CCOCC3)s2)cc1OCCC	-3	-1	-8	-2	5	16	7	-3	-6
22	OCCN1CCN(CC#CCn2c3ccccc3c3ccccc32)CC1	2	4	6	7	15	5	6	5	0
23	CCOC(=O)c1c(NC(=O)COC(=O)c2ccccn2)sc(C(=O)N(C)C)c1C	-1	2	-2	-3	13	16	-7	-1	-1
24	CCCCc1cc(=O)oc2cc(C)cc(OCC(=O)N3CCC(C(=O)O)CC3)c12	5	4	-11	-8	4	-4	7	0	-2
25	CC1CN(CCCCOc2ccc(Cl)c3ccccc23)CC(C)O1 (centres undefined)	-4	-1	3	2	6	4	-2	0	-1
26	O=C(NCCNC(=O)c1ccc([N+](=O)[O-])cc1)c1ccncc1	-1	-1	-5	1	6	3	1	2	-1
27	Cc1cc(C)c(NC(=O)Cn2cnc3c(oc4ccccc43)c2=O)c(C)c1	0	-1	-3	-2	11	-10	0	-3	-1
28	CC(C)[C@H](NC(=O)c1ccccc1F)C(=O)OCC(=O)NC(=O)NC1CCCCC1	·	6	·	·	10	7	4	·	2
29	O=C1NC[C@H](Cc2ccccc2)N(CCc2cccc(F)c2)C1=O	-6	6	-2	2	-5	-8	-1	-3	-3
30	CCOc1ccc(CCNC(=O)C(CCC(N)=O)NC(=O)OCc2ccccc2)cc1OCC (centres undefined)	4	-2	9	-4	1	-11	2	1	-4
31	Cc1ccc(Nc2cc(C)c3c(O)cccc3n2)cc1C	8	4	-3	31*	10	24	16	-7	-5
32	CC1CCN(C(=O)COc2ccc3ccccc3c2Br)CC1	9	3	-1	1	12	25	2	9	-2
33	O=C1NC(=O)c2cc(NC(=O)C3CCCO3)ccc21 (centres undefined)	7	3	4	4	7	-2	-2	3	3
34	CCN1C(=O)[C@H]2[C@@H](c3ccc(-c4cccc(Cl)c4)c(OC)c3)N[C@@](CC(C)C)(C(=O)OC)[C@H]2C1=O	0	3	-9	-1	0	13	4	-1	-5
35	COc1ccnc(Oc2ccc3ccccc3c2)c1C#N	9	-2	-5	-4	9	15	4	2	0
36	Cc1ccc(NC(=O)NC2CCCCC2)c(C)c1	-2	2	2	0	8	-3	0	-2	2
37	CC(c1ccc(C(C)(C)C)cc1)S(=O)CC(O)CO (centres undefined)	6	2	4	8	6	-1	4	1	1
38	Cc1ccc(N2CC(C(=O)Nc3c4c(nn3C(C)(C)C)CS(=O)(=O)C4)CC2=O)cc1 (centres undefined)	3	-4	-1	3	-2	6	-3	1	1
39	COc1ccc(C2=NN(c3ccccc3)C(=O)/C2=C\c2ccc(O)c(OC)c2)cc1	-2	2	54*	8	4	-3	4	0	67*
40	COc1ccc(NC(=O)CCCC(=O)c2ccccc2)c(OC)c1	4	5	5	3	3	9	4	1	-1
41	O=C(Nc1ccc([N+](=O)[O-])cn1)c1ccc2c(c1)OCO2	3	4	-4	2	-2	6	1	0	-1
42	CC(NC(=O)COC(=O)/C=C/c1ccc2c(c1)OCO2)c1ccccc1 (centres undefined)	7	7	·	2	1	5	1	1	2
43	CC(=O)Nc1ccc(NS(=O)(=O)c2cccc3ccccc23)cc1	-13	0	-4	2	12	7	-8	-2	-4
44	COc1ccc(CN2CCCC(C(=O)N3CCCC3)C2)c(OC)c1 (centres undefined)	-4	0	-1	-2	6	39	-2	0	-7
45	CCCC[C@@H](CN[C@H](C)CNC)NCC1CCC(C(C)(C)C)CC1 (some centres undefined)	-5	·	4	-2	·	0	0	-3	0
46	C[C@H](CO)N1C[C@H](C)[C@@H](CN(C)S(=O)(=O)c2ccc(F)cc2)Oc2c(NC(=O)Nc3ccccc3)cccc2C1=O	·	13	·	·	1	-7	3	·	2
47	CNC(=O)COC(=O)c1[nH]c(C)c(C(C)=O)c1C	-7	-1	1	2	0	0	0	-4	-5
48	C#CCOCCOCCOCCNc1nc(N2CCN(C(=O)[C@H](CCCCN)n3cc([C@@H](N)CO)nn3)CC2)nc(N2CCN(C(=O)[C@H](Cc3cc4ccccc4[nH]3)n3cc([C@@H](N)CO)nn3)CC2)n1	-1	·	0	6	·	34	6	-1	-3
49	COc1ccc(C(NC(C)=O)c2c(O)ccc3ccccc23)cc1OC (centres undefined)	1	10	2	-7	6	1	3	1	-1
50	CCN1C(=O)[C@H]2[C@H]3CN=C(SCc4ccc(C(=O)OC)cc4)N3[C@@](CC)(C(=O)OC)[C@H]2C1=O	·	-3	·	·	10	·	1	·	2
51	O=C(CCCNC(=O)/C(=C\c1ccccc1F)NC(=O)c1ccccc1)OCc1ccccc1	0	9	5	0	2	6	1	-2	2
52	Cc1ccccc1-c1nc2c3ccccc3nc(=S)n2[nH]1	-1	6	-16	-8	4	-1	4	-2	-1
53	CCC(C)NCC(=O)Nc1sc2c(c1C(N)=O)CCC2 (centres undefined)	6	4	-2	4	8	3	3	2	-1
54	COc1ccc(CCNC(=O)C2CC(=O)N(c3ccc(C(C)(C)C)cc3)C2)cc1OC (centres undefined)	3	6	0	3	2	7	9	-1	1
55	CC(=O)Nc1ccc(S(=O)(=O)NNC(=S)NCC2CCCO2)cc1 (centres undefined)	1	4	20	-9	4	10	0	-2	0
56	O=[N+]([O-])c1cccc2c1ccc1ncccc12	-2	4	2	7	1	5	4	-4	-2
57	Cc1cc(/C=N/NC(=O)c2cccc([N+](=O)[O-])c2)c(C)n1-c1ccccc1	-3	6	4	7	1	16	0	-7	-2
58	Cc1nn2c(SCC(=O)c3cccs3)cc(C(C)(C)C)nc2c1-c1ccccc1	-7	-9	-9	-1	4	2	7	-2	-6
59	CCOc1cc(N2CCOCC2)c(OCC)cc1NC(=O)COC(=O)c1cc2ccccc2cc1O	6	2	16	2	7	24	1	-2	1
60	Cc1ccc(C2=NS(=O)(=O)N(C)C(C(=O)NCc3ccccn3)=C2)cc1	1	-3	4	-4	0	-1	3	0	-3
61	Cc1cc(C)c2ccc3c(C)c(C)nc3c2[nH]1	5	0	1	-2	2	3	6	4	-4
62	O=S1(=O)N(Cc2ccccc2F)CCCN1Cc1c(F)cccc1Cl	1	7	3	-7	3	-8	2	0	1

# Structural class: the entries above with an aryl methoxy group.
item	SMILES	LYPLA2 counter	PAFAH1B2 inh	GSTO1 inh	PME-1 inh	PAFAH1B3 inh	PREPL inh	pPAFAH inh	LYPLA1 inh	PAD4 inh
2	COc1cccc(N2CCN(C(=O)c3ccc4nc[nH]c4c3)CC2)c1	-3	-2	-3	0	11	25	14	-4	-3
5	COc1ccccc1-c1nnc(NC(=O)C2=COCCO2)o1	6	6	3	5	4	-1	1	-1	0
7	COc1ccc(OC)c(C(C)NC(=O)Nc2ccccc2)c1 (centres undefined)	3	2	2	2	7	-5	5	3	2
20	COc1ccc(-c2csc(NC(=O)c3ccccc3NS(=O)(=O)c3ccc(F)c(F)c3)n2)cc1	12	12	-48	31*	13	14	50*	4	-8
34	CCN1C(=O)[C@H]2[C@@H](c3ccc(-c4cccc(Cl)c4)c(OC)c3)N[C@@](CC(C)C)(C(=O)OC)[C@H]2C1=O	0	3	-9	-1	0	13	4	-1	-5
35	COc1ccnc(Oc2ccc3ccccc3c2)c1C#N	9	-2	-5	-4	9	15	4	2	0
39	COc1ccc(C2=NN(c3ccccc3)C(=O)/C2=C\c2ccc(O)c(OC)c2)cc1	-2	2	54*	8	4	-3	4	0	67*
40	COc1ccc(NC(=O)CCCC(=O)c2ccccc2)c(OC)c1	4	5	5	3	3	9	4	1	-1
44	COc1ccc(CN2CCCC(C(=O)N3CCCC3)C2)c(OC)c1 (centres undefined)	-4	0	-1	-2	6	39	-2	0	-7
49	COc1ccc(C(NC(C)=O)c2c(O)ccc3ccccc23)cc1OC (centres undefined)	1	10	2	-7	6	1	3	1	-1
54	COc1ccc(CCNC(=O)C2CC(=O)N(c3ccc(C(C)(C)C)cc3)C2)cc1OC (centres undefined)	3	6	0	3	2	7	9	-1	1

# An excerpt; rates above refer to the full screens.
